C8 TRAIL sens: caspase-8 TRAIL sensitization; inhibition (viability loss, TRAIL sensitization), % at 10 µM; actives 1% (n = 360,000); NB7+C8 cells + TRAIL, ATPlite viability luminescence;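 active = compounds causing at least 50% loss of cell viability in the single-dose screen, relative to plate controls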
NCOA2 inhibitor: human SRC2 (NCOA2) inhibition; Q15596; AID 651957; inhibition, % at 9 µM; HEK293 GAL4-SRC2 luciferase reporter, luminescence; actives 0.17% (n = 370,000);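 active = inhibition above the mean inhibition of all tested compounds plus 3 SD, set per campaign, cut at about 52% in these data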;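 note: 0% = DMSO treated cells and 100% = cells given Gossypol at 36 µM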
NR2F2 inh: inhibitors of human COUP-TFII (NR2F2). actives 0.7% (n = 370,000). HEK293T NGFI-A luciferase reporter, luminescence. P24468. inhibition, % at 8.6 µM;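 active = inhibition above a per-plate cutoff, mean inhibition of test wells between control levels plus 3 SD, cut at about 38% in these data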;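 note: cells cotransfected with COUP-TFII expression vector driving the NGFI-A reporter; 0% = median of COUP-TF2 test wells and 100% = reporter-only cells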
TROY NFkB inh: blocks TROY-dependent signaling in reporter cells; actives 0.98% (n = 360,000); Q293 LMP1-TROYcd NF-kB luciferase reporter, 4 h; inhibition, % at 10 µM;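 active = compounds whose plate-normalised and pattern-corrected inhibition of the luciferase reporter signal at the single screening dose is 50% or more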
NOD2 RIPK2 PPI: NOD2-RIPK2 protein interaction inhibition | actives 0.38% (n = 360,000) | inhibition, % at 4.98 µM | AID 624267 | O43353 | CHO BLA complementation NOD2-RIPK2, CCF4 ratio; in the data active = inhibition above about 21%;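 note: 0% = vehicle only and 100% = reference blocker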
NCOA1 inh: inhibits human SRC1 coactivator; Q15788; HEK293 GAL4-SRC1 luciferase reporter, luminescence; inhibition, % at 3.6 µM; actives 0.12% (n = 360,000); AID 588354;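 active = inhibition above the campaign mean plus 3 SD, with each screening campaign given its own cutoff, cut at about 60% in these data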;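 note: 0% = DMSO treated cells and 100% = gossypol at 36 µM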
TLR9-MyD88 block: blocks human TLR9 binding to MyD88; actives 0.21% (n = 340,000); Q9NR96+Q99836; AID 504734; inhibition, % at 4.98 µM; CHO BLA complementation TLR9-MyD88, CCF4 FRET ratio;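 active = inhibition above the mean over all tested compounds plus 3 SD, cut at about 21% in these data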;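 note: 0% = DMSO only wells and 100% = clavulanate BLA inhibitor control wells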
LMP1 NFkB inh: reduces LMP1-driven NF-kappaB luciferase signal | inhibition, % at 12.5 µM | AID 504558 | LMP1-induced NF-kappaB luciferase reporter cells, luminescence | actives 0.69% (n = 350,000); in the data active = inhibition above about 41%;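 note: 0% = neutral control wells and 100% = reference inhibitor control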
SRC3 inh: inhibitors of human steroid receptor coactivator 3 (SRC3); Q9Y6Q9; HEK293 GAL4-SRC3 luciferase reporter, luminescence; inhibition, % at 3.6 µM; actives 0.17% (n = 360,000); AID 588352;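 active = inhibition above a per-campaign cutoff, the mean of all compounds plus 3 SD, cut at about 60% in these data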;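 note: 0% = DMSO-treated cells and 100% = gossypol-treated cells at 36 µM; higher means less SRC3-driven luciferase light from the GAL4 reporter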
Target sequence (Q9Y6Q9 whole entry, looked up, the tested form may be a part): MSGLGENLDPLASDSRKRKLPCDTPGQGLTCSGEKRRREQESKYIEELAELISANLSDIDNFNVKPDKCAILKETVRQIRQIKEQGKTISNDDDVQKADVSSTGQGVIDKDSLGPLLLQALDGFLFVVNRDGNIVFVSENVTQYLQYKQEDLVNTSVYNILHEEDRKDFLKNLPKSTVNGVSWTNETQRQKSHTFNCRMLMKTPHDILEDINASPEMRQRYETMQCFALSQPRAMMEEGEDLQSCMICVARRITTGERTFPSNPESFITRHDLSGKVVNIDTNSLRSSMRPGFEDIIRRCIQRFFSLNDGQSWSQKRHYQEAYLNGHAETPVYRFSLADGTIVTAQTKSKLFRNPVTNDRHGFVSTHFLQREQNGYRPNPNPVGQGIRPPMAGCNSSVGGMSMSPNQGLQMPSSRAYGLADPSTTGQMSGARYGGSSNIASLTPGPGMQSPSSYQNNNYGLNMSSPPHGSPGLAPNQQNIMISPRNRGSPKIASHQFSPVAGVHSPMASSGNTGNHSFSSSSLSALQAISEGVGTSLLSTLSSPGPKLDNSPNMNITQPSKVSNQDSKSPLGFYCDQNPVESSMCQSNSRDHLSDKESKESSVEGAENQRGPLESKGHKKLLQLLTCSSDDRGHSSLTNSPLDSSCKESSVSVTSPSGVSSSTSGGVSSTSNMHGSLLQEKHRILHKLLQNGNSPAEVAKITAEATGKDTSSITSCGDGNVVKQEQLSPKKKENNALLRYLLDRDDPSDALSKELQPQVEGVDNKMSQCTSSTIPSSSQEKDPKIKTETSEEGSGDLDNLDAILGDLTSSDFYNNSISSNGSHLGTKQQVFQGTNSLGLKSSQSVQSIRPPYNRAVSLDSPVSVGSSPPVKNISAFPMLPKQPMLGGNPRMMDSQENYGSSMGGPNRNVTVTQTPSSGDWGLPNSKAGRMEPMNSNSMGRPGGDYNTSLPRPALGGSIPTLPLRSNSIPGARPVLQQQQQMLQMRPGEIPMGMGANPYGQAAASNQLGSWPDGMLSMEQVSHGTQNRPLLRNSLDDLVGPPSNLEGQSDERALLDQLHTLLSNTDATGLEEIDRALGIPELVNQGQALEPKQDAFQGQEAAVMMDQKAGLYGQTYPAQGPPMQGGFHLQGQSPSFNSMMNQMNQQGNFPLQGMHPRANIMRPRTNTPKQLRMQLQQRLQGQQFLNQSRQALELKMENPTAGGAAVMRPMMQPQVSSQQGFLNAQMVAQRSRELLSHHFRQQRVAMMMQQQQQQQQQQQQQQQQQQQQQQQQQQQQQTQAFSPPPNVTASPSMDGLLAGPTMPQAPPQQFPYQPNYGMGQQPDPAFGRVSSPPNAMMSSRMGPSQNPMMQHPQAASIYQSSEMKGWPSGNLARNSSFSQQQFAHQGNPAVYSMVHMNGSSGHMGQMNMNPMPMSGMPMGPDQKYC
Vif inh: HIV Vif inhibition. inhibition, % at 7.49 µM. actives 0.35% (n = 340,000). AID 602346. HEK293T cells, Vif self-association by quenched fluorescence, imaging, 24 h; in the data active = inhibition above about 50%, passing the limit was not always enough; note: some results filed as inactive read as strong as hits
NR5A2 inv ag: suppresses constitutive activity of human LRH-1; HEK293T StAR-luciferase reporter, LRH-1 transfected, 24 h; inhibition, % at 3.6 µM; actives 0.13% (n = 360,000); AID 602396;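 active = inhibition above the mean inhibition of all tested compounds plus 3 SD, cut at about 73% in these data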;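 note: 0% = DMSO wells and 100% = reporter-only cells lacking LRH-1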
* marks the source's active call; other numbers are inactive results; . = no result given.

structure | C8 TRAIL sens | NCOA2 inhibitor | NR2F2 inh | TROY NFkB inh | NOD2 RIPK2 PPI | NCOA1 inh | TLR9-MyD88 block | LMP1 NFkB inh | SRC3 inh | Vif inh | NR5A2 inv ag
CC[C@]12c3[nH]c4cc(CCC(=O)N(C)C)ccc4c3CCN1C(=O)[C@@H](CC(=O)NCCN1CCOCC1)C[C@@H]2C(=O)N1CCN(C(=O)C2CC2)CC1 | 4 | 16 | -9 | -3 | 7 | 4 | -2 | -11 | 13 | . | 5
COc1ccc(Cl)cc1N(CC(=O)Nc1ccc2c(c1)OCCO2)S(C)(=O)=O | 7 | 12 | 8 | 24 | 5 | -3 | -3 | -16 | 2 | -4 | 0
O=C(c1ccc(S(=O)(=O)N2CCOCC2)cc1)N(Cc1ccco1)Cc1cccs1 | -17 | 6 | 24 | 4 | 4 | -9 | -36 | -16 | 6 | -1 | 8
Cc1ccc(NC(=O)c2c(C(F)(F)F)nn(C)c2SCc2ccc(Cl)cc2)cc1C | 16 | -10 | -3 | -6 | 2 | -9 | -3 | -10 | -4 | -19 | 7
O=c1[nH]c2ccccc2n1Cc1ccc(Cl)cc1 | 1 | 12 | 12 | -47 | -5 | -18 | -4 | 2 | -11 | -5 | 7
CNC(=S)Nc1cccc2[nH]ncc12 | 2 | 3 | -10 | -1 | -2 | 7 | 5 | -4 | 13 | 15 | 7
CCn1c(=O)c(=O)n(CC)c2cc(S(=O)(=O)N3CCc4ccccc43)ccc21 | 31 | -13 | -4 | 5 | -8 | 0 | -14 | 4 | -4 | 2 | 18
Cc1cccc(C(=O)OC2CCOC2=O)c1C (stereo not drawn) | 10 | -8 | 8 | 11 | -6 | -5 | 2 | 3 | -15 | -6 | 10
Cc1cc(N2C(=O)CC(N3CCN(c4ccc(C(=O)c5cccs5)cc4)CC3)C2=O)no1 (stereo not drawn) | 6 | -6 | -24 | -17 | 4 | -36 | 2 | -7 | -5 | -6 | 1
O=C(Nc1ccc2c(c1)OCO2)C(=O)c1c[nH]c2ccccc12 | 49 | -42 | -65 | -21 | 20 | -56 | 0 | -86 | -69 | 7 | -69
O=C(CSc1nnc2c(Cl)cc(Cl)cn12)NC1CCS(=O)(=O)C1 (stereo not drawn) | -5 | -8 | 7 | 11 | 4 | -18 | -3 | 0 | 12 | -20 | -2
CCCC(=O)Nc1ccc2c(c1)nc(CN1CCN(C(=O)OCC)CC1)n2CC | 29 | -29 | 10 | 16 | 5 | 8 | -1 | -12 | 1 | -4 | 12
O=C(Nc1ccc(S(=O)(=O)NC2=NCCCCC2)cc1)C1COc2ccccc2O1 (stereo not drawn) | 7 | -5 | 1 | -6 | -4 | -9 | -1 | -12 | 4 | -5 | -8
Cc1ccc(-c2nnc(N3CCOCC3)c3ccccc23)cc1S(=O)(=O)N(C)C | 16 | -7 | 6 | -2 | -2 | -4 | -2 | 2 | 1 | -10 | -15
O=C(Nc1ccc(Cc2ccncc2)cc1)C1CCC(N2C(=O)C3CCCCC3C2=O)CC1 (stereo not drawn) | 0 | -6 | 8 | 30 | -7 | -49 | 2 | 11 | 6 | 0 | 7
CC(OC(=O)CNC(=O)c1ccccc1)C(=O)Nc1ccc(S(=O)(=O)N2CCOCC2)cc1 (stereo not drawn) | 6 | 13 | -29 | -3 | 7 | 6 | -2 | -5 | 14 | 1 | -10
O=c1c(-c2ccccc2Cl)c[nH]n1-c1ccccc1 | 1 | 0 | -4 | -12 | 0 | -39 | 13 | 18 | 14 | 6 | 7
Cc1cc(-c2ccccc2)nc(N/N=C/c2ccco2)n1 | 5 | -31 | -24 | -3 | -2 | -36 | 2 | -3 | -34 | 3 | -41
CCOC(=O)/C(C#N)=C/C1=C(N2CCCC2)CC(C)(CC)OC1 (stereo not drawn) | -10 | -21 | -5 | -14 | -13 | 7 | -4 | -6 | 12 | -5 | 10
Cc1ccc(SCc2cc(=O)[nH]c(/N=C(\N)Nc3ccccc3Sc3ccccc3)n2)cc1 | 15 | 16 | 2 | -1 | 13 | 3 | 4 | 17 | 3 | -20 | 9
COc1cc(OC)c(OC)cc1CNC(=O)c1cc(=O)[nH]c2ccccc12 | -1 | 6 | -14 | -14 | -16 | 12 | -6 | 1 | 14 | -11 | 5
CC(=O)c1c(COC(=O)c2ccccc2Cl)nc2ccccc2[n+]1[O-] | -6 | -7 | 1 | 12 | 1 | 12 | -3 | 1 | 7 | 20 | 2
COc1ccc(NC(=O)COC(=O)Cn2c(C)nc3ccccc32)cc1OC | -7 | -36 | 12 | -5 | 3 | 1 | 3 | -5 | -21 | -9 | 10
CC(C)(C)P(=O)(CO)c1ccccc1 (stereo not drawn) | -13 | 0 | 4 | 10 | 4 | -3 | -3 | -1 | -9 | -1 | 11
CCCc1nnc(SCC(=O)N2CCCCC2)n1CC1CCCO1 (stereo not drawn) | 2 | -7 | -12 | 5 | -3 | -9 | -11 | 3 | 1 | . | 10
Cc1cc(C)cc(NC(=S)NCc2cccn2C)c1 | -8 | . | . | 7 | 1 | -1 | -2 | -2 | 12 | -9 | 3
N[C@@H](Cc1cnc[nH]1)C(=O)Nc1ccc2ccccc2c1 | -5 | -13 | -23 | 10 | -14 | 2 | -7 | 8 | -3 | -9 | -44
CC(=O)Nc1ccc(Nc2nc3c(S(=O)(=O)c4ccc(C)c(C)c4)nnn3c3ccccc23)cc1 | -4 | -14 | 16 | -10 | -17 | -6 | 1 | -5 | 21 | -1 | 19
COc1ccc(-c2cc(C(F)F)n3ncc(C(=O)N4CCCCC4)c3n2)cc1 | 10 | -47 | 7 | 10 | 5 | -2 | -3 | 4 | -3 | -7 | 3
Cc1cc(C)cc(C(=O)n2cnnc2N)c1 | -16 | 26 | -6 | 5 | 0 | -45 | -6 | 1 | -4 | -3 | -12
Cc1cc(C)n2nnnc2n1 | 19 | -8 | -4 | -8 | -14 | 9 | -6 | -2 | -10 | 0 | -8
NS(=O)(=O)c1ccc(CCNC(=O)c2ccc(S(=O)(=O)N3CCCCC3)cc2)cc1 | 10 | 2 | -10 | -6 | -5 | 0 | -8 | 2 | -7 | 1 | -4
CSCC[C@H](NS(=O)(=O)c1ccc(C)cc1)C(=O)N1CCC(C(=O)N[C@@H](C)C(=O)O)CC1 | -8 | -37 | 0 | -1 | -1 | 15 | -12 | 2 | 9 | -1 | 3
COc1cc2c(=O)n(Cc3ccccc3)c(=O)n(CC(=O)NCc3ccco3)c2cc1OC | -8 | -5 | -4 | -7 | -8 | 5 | -10 | -4 | 20 | -4 | 16
CCOc1ccc(C2CC(c3ccc(OC)cc3)n3ncnc3N2)cc1 (stereo not drawn) | -7 | -8 | -23 | -19 | 12 | -48 | -2 | -22 | -8 | -1 | -32
O=C(c1ccccc1)N1CC(COc2ccccc2)OC(c2ccco2)O1 (stereo not drawn) | 1 | -19 | -5 | -16 | -8 | -10 | -4 | 3 | 2 | 6 | 2
Cc1nn(Cc2ccccc2)c(=O)c2nn(-c3ccc(Cl)cc3)c(C)c12 | 0 | 0 | -14 | 11 | -1 | 9 | 12 | 7 | 12 | 0 | 13
CC(C)C[C@@H]1COc2cc(N3CCC[C@@H]3CO)ccc2S(=O)(=O)N1 | -6 | -41 | -14 | 6 | -16 | . | . | . | . | . | -13
Cc1ccc2c(c1)N(C(C)C(=O)NCc1ccccn1)C(=O)CO2 (stereo not drawn) | 10 | -12 | 18 | 4 | -9 | -8 | -2 | 8 | 13 | -4 | -8
CC1(C)Cc2c(sc(NC(=O)C(=O)N3CCCC3)c2C#N)CO1 | 24 | -17 | 10 | 21 | 0 | -8 | -3 | 8 | 5 | 0 | -17
CCN(CC)c1nc(Oc2ccc(C(=O)OC)cc2)nc(N2CCOCC2)n1 | 8 | -11 | 3 | 17 | 1 | 0 | -9 | 52* | -1 | -2 | -9
COC(=O)N/N=C/c1cccc(OC(=O)c2ccc3c(c2)OCO3)c1 | -4 | -37 | 1 | -72 | -6 | 3 | 2 | -7 | -6 | 4 | -13
O[C@@H]1CN(C2CCCCC2)CC[C@H]1N1CCN(CCc2ccccc2)CC1 | 8 | . | . | -5 | -6 | -20 | -1 | -1 | 6 | 8 | 5
COc1ccc2c(c1)CCc1c(C(=O)NCc3ccc(F)cc3)noc1-2 | -14 | 1 | 0 | -26 | -12 | 6 | 6 | 7 | -6 | 15 | 2
COc1ccc(Cc2noc(-c3ccccc3)n2)cc1OC | 9 | -20 | 2 | -13 | 5 | -4 | 0 | 17 | -24 | -3 | -5
COC1CCCN(C(=O)c2cccc(OC3CCN(S(=O)(=O)N(C)C)CC3)c2)C1 (stereo not drawn) | -21 | -25 | 7 | -8 | -2 | 3 | -5 | 0 | 5 | -5 | 0
O=C(CCSc1nnnn1-c1ccccc1)N1CCOCC1 | -5 | -44 | -13 | 1 | -4 | -21 | -4 | -8 | -20 | 3 | -5
COCC(=O)Nc1c(C(=O)Nc2cccc(OC)c2)oc2ccccc12 | 21 | -49 | -29 | -49 | 2 | -39 | 6 | -18 | -62 | 3 | -37
O=C(CNC(=O)c1ccc(-c2ccccc2)cc1)Nc1cccc(CO)c1 | 6 | -20 | -2 | -14 | 5 | -22 | 3 | -23 | -52 | -4 | -27
C[C@@H]1CC[C@]2(O[C@@H](CCO)C[C@H](O)[C@H]2O)O1 | 6 | 2 | 13 | 0 | -2 | -1 | -4 | -4 | -5 | -2 | 8

Other compounds follow.
structure | C8 TRAIL sens | NCOA2 inhibitor | NR2F2 inh | TROY NFkB inh | NOD2 RIPK2 PPI | NCOA1 inh | TLR9-MyD88 block | LMP1 NFkB inh | SRC3 inh | Vif inh | NR5A2 inv ag
CCOC(=O)c1sc(NC(=O)CSc2ccccn2)c(C#N)c1C | -8 | -6 | -3 | -7 | 7 | -5 | -1 | -10 | -3 | -2 | 7
Cc1ccc(CNS(=O)(=O)c2ccc3c(c2)OCCO3)cc1 | -3 | 1 | -2 | 17 | 2 | -6 | 1 | -4 | 11 | -2 | -9
Cc1ccc(NC(=O)COC(=O)c2oc3ccccc3c2C)cc1S(=O)(=O)N1CCOCC1 | -2 | 16 | -9 | 19 | 7 | 0 | -7 | -5 | -1 | . | 13
CC(C)(C)C(=O)Cn1ncc(N2CCOCC2)c(Br)c1=O | 2 | -30 | -19 | -11 | 1 | -3 | 7 | -13 | -5 | -3 | -18
Cc1ccc(C)c(S(=O)(=O)N2CCNCC2)c1 | -2 | -5 | -18 | 2 | 1 | -2 | 2 | -6 | 11 | -7 | -5
CCCC1=Nc2cc(C(=O)N3CCC(C(=O)OCC)CC3)ccc2Sc2ccccc21 | -2 | 2 | 9 | 24 | 4 | 3 | -6 | 2 | -14 | 14 | -9
CN(C)C(CNS(=O)(=O)c1ccc2ccccc2c1)c1ccccc1 (stereo not drawn) | -2 | -13 | 12 | -3 | 2 | 9 | -15 | -5 | 20 | -6 | -4

From PubChem BioAssay

Only part of the results is shown, so the mix of outcomes need not match the whole.
